Compound activity from PubChem BioAssay.
TSHR antag: human thyrotropin receptor antagonism; P16473; TSHR-expressing cells, TSH-stimulated cAMP HTRF, 2 h; stronger effect = lower value; activity change, negative = inhibition, % at 11.5 µM; 330,000 compounds, 0.2% hits; AID 504810;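 active = activity change below a set negative limit, meaning inhibition stronger than a set level, cut at about -70% in these data; inconclusive = activity change between two set negative limits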; also: % is scaled to controls: 0 for no effect and ±100 for the full control effect
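Read-out is FRET at 665 nm (cryptate excitation 337 nm) from a cryptate-tagged anti-cAMP antibody, competed by cell cAMP against cAMP-d2. Compounds are tested on freshly harvested TSHR cells challenged with 4nM TSH (EC80) for 2 hours at 37 deg C.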
Coupling enz: counter-screen for Giardia aldolase inhibitors: coupling enzyme system. coupling enzyme system counterscreen, AmpLite Red fluorescence. activity change, negative = inhibition, % at 58.2 µM, hits read low. 290,000 compounds, 0.67% hits. AID 2472; in the data active = activity change below about -30%; also: % is scaled to controls: 0 for no effect and ±100 for the full control effect
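Activity here indicates interference with the coupling reaction, not aldolase inhibition. Compounds at 57.5 uM final met coupling enzymes for 10 min at RT; substrate and AmpLite Red detection followed, with a 525/598 nm fluorescence read after 20 min.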
MLL CXXC-DNA inh: inhibitors of human MLL CXXC domain-DNA interaction; Q03164; MLL-CXXC / FITC-HOXA9 DNA fluorescence polarization; Potency, µM (top dose mostly 115 µM), inactives show at the highest dose activity change, negative = inhibition, actives largely listed as inhibitors; 290,000 compounds, 0.037% hits; active = well fitted inhibition curve with a large enough effect in the polarisation, with a control signal flat, not every such curve was filed as active; inconclusive = small, poorly fitted or top-dose-only effect, or effect the other way, or a change in a side signal; inactive = no such curve, though single readings can be large or run the other way; the % refers to the polarisation; also: potency is read from the fitted curve at half-maximal effect
Target sequence (Q03164 whole entry, looked up, the tested form may be a part): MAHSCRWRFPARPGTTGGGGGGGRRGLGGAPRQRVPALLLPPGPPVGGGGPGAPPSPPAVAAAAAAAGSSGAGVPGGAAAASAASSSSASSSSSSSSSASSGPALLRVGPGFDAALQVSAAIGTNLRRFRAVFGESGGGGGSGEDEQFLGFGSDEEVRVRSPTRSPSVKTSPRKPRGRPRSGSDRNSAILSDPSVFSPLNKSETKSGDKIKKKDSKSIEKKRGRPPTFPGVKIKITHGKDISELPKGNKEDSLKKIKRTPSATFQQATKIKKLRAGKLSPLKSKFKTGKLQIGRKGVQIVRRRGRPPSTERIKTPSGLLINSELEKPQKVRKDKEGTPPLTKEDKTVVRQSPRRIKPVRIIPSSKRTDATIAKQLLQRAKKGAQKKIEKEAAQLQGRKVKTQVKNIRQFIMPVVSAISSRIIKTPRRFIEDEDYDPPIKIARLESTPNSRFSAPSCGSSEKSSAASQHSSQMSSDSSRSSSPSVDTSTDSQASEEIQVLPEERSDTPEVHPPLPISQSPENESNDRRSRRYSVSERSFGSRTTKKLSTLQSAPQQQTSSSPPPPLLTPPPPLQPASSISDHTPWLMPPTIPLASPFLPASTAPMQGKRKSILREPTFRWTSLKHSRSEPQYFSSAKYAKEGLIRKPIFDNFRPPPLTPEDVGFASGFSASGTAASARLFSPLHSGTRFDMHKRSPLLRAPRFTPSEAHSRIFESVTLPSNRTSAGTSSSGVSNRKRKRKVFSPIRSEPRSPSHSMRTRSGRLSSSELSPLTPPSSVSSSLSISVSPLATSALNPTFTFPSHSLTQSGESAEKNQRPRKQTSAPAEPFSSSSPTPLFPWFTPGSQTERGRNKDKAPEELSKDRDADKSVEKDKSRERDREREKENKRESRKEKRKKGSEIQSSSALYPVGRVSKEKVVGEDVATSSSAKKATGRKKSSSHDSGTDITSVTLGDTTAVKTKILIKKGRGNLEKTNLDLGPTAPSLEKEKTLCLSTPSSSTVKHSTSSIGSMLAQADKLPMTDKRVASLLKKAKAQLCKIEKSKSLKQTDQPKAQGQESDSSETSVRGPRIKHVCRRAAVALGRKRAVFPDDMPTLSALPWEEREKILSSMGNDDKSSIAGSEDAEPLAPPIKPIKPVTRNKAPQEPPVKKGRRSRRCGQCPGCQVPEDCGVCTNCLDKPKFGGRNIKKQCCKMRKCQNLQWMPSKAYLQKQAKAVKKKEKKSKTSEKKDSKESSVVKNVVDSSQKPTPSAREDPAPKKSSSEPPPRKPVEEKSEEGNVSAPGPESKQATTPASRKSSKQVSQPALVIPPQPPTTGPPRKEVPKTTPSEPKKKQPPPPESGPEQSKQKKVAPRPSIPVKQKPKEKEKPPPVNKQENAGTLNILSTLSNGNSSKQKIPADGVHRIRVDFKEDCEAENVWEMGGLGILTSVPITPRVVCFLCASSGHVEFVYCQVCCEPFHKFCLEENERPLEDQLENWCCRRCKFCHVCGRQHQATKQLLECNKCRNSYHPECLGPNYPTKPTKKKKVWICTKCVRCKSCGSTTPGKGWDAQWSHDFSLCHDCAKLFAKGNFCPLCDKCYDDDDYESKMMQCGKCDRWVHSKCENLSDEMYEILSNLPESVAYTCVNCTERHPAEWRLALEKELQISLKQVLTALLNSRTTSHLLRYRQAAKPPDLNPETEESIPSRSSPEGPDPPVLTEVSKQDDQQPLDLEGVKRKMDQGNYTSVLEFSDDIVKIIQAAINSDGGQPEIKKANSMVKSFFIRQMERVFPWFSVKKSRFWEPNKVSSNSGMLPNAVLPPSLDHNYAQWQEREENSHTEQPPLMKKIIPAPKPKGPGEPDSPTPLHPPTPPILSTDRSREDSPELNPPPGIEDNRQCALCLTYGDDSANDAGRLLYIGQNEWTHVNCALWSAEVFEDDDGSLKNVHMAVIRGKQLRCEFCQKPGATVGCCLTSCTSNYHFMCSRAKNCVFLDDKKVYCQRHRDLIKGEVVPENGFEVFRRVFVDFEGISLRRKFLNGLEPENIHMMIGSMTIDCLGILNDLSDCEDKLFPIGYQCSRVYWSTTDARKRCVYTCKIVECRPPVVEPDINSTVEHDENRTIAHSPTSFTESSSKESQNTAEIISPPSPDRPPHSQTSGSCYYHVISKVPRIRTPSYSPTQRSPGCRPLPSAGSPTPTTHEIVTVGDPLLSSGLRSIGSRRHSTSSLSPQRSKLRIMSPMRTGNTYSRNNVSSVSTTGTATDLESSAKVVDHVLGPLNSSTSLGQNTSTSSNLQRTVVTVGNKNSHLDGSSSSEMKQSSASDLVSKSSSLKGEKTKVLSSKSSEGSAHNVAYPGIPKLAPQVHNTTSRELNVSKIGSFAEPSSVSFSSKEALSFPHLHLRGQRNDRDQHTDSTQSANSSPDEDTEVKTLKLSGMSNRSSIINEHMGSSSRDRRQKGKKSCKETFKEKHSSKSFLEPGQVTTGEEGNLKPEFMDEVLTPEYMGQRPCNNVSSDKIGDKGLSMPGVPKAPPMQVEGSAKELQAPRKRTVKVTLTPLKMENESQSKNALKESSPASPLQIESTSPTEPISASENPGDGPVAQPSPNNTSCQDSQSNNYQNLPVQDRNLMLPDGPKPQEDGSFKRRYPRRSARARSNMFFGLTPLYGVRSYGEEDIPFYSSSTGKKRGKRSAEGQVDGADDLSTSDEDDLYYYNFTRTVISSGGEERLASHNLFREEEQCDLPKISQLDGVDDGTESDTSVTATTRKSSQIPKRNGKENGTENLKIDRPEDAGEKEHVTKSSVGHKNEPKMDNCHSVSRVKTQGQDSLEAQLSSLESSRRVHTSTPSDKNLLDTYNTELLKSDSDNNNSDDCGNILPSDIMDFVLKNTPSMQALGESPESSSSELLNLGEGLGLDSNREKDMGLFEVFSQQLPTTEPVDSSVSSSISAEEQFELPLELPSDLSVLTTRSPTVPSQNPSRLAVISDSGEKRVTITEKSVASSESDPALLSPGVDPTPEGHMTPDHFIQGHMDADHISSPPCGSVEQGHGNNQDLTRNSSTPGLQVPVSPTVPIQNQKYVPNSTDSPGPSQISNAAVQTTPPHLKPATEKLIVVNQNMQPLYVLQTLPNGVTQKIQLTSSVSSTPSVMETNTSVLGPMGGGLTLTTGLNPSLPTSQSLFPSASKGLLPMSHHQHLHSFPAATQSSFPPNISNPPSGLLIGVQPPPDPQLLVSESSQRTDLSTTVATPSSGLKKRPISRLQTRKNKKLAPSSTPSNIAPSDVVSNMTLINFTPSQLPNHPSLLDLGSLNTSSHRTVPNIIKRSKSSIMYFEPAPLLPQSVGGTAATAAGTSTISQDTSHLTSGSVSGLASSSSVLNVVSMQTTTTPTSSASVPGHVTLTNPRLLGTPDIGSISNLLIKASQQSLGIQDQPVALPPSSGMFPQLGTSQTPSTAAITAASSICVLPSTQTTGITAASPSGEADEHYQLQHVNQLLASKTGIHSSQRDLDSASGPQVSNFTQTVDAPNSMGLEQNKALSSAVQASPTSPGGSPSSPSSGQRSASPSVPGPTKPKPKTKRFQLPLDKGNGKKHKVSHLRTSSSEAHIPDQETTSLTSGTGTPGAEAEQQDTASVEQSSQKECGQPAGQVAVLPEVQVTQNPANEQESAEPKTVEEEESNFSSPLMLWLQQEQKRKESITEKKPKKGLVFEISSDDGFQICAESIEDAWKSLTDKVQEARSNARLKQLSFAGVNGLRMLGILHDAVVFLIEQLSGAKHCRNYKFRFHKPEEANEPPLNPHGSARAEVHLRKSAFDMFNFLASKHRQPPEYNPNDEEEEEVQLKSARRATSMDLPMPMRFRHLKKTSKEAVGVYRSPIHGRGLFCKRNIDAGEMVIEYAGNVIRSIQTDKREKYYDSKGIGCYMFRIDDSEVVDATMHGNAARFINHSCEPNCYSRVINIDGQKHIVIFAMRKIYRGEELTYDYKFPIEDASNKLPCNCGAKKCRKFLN
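Fluorescence polarization: 7 uM MLL-CXXC (stock) preincubated 5 min with compounds, then 50 nM fluorescein-HOX-A9 DNA (stock) added; 30 min ambient. Buffer 50 mM Tris-HCl pH 7.5, 50 mM NaCl, 1 mM DTT, 0.05% BSA.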
GALK inh: blocks human galactokinase activity; P51570; Purified GALK, Kinase-Glo residual ATP luminescence; Potency, µM (doses to about 57.5 µM), without a hit: top-dose activity change, negative = inhibition, actives largely listed as inhibitors; 270,000 compounds, 0.007% hits; also: potency is read from the fitted curve at half-maximal effect; % is scaled to controls: 0 for no effect and ±100 for the full control effect
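Compounds were pin-transferred into ATP buffer (35 uM final), then GALK plus galactose (5 nM, 100 uM final) was added. After 1 h at room temperature, Kinase-Glo Plus was added and luminescence read after 10 min.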
hERG WT inh: KCNH2 (human, wildtype) channel inhibition; Q12809; U2OS, BacMam KCNH2, thallium flux FluxOr; stronger effect = lower value; activity change, % at 1.84 µM; 340,000 compounds, 0.37% hits;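 active = maximum activity change below -70%; inconclusive = maximum activity change between -70% and -50%; inactive = maximum activity change above -50%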; also: % is scaled to controls: 0 for no effect and ±100 for the full control effect
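U2OS cells were transduced with wild-type KCNH2 virus (2.03 x 10^8 / mL) for 4 h at room temperature, then cultured overnight at 37 C. Thallium flux was read with FluxOr dye. Rate constants were normalized to DMSO controls.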
Tb PFK block: blocks T. brucei phosphofructokinase | 330,000 compounds, 0.17% hits | AID 485367 | T. brucei PFK, ADP-Glo luminescence | Potency, µM (top dose mostly 57.5 µM), inactives show at the top dose activity, negative = inhibition, actives largely listed as inhibitors | O15648;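 also: potency is read from the fitted curve at half-maximal effect; 0% = uninhibited 1x PFK enzyme wells and -100% = no-enzyme wells; nearly all actives have a fitted effect of over 60% in size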
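PFK 1.25 nM, F6P 0.5 mM, ATP 0.1 mM, 0.1 M TEA pH 8.0, 5 mM MgCl2, 0.01% Tween20, 0.1% BSA; 45 min RT. ADP-Glo readout. qHTS titration up to 57 uM; curves fitted, compounds curve-classed.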
Chronic BCR inh: blocks chronic active B-cell receptor signaling | Potency, µM (highest dose often 46.1 µM), without a hit: at the highest dose ratio change, negative = lower green/red ratio, usual class: inhibitors | 340,000 compounds, 0.05% hits | ABC-DLBCL IkBa-CBG/CBR reporter, luminescence ratio, 4 h; active = well fitted inhibition curve with a large enough effect in the signal ratio, with a control signal flat, not every such curve was filed as active; inconclusive = small, poorly fitted or top-dose-only effect, or effect the other way, or a change in a side signal; the % refers to the signal ratio;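 also: potency is read from the fitted curve at half-maximal effect; plate controls were basal doxycycline-induced cells for no effect and cells given 10 µM MG132 for full effect; MG132 reads +100%, hits lower the ratio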
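Doxycycline induced both beetle luciferases in TMD8 lymphoma cells; IKK-driven degradation limits the IkappaBalpha-fused green signal, while red luminescence normalises for cell number and nonspecific effects. Compounds tested up to 46 uM, 4 hrs.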
Giardia kill: Giardia lamblia killing. Giardia lamblia trophozoite viability. 340,000 compounds, 0.15% hits. activity change, % at 7.66 µM, hits read low; in the data active = activity change below about -80%; inconclusive = between about -30% and that limit;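 also: parasites exposed to compound for two days anaerobically before the ATP read; % is scaled to controls: 0 for no effect and ±100 for the full control effect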
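Giardia lamblia trophozoites (100 cells/well) were incubated with compounds for 48 h at 37 deg C under anaerobic conditions. Viability was read as ATP content by one-step luminescence after 15-30 min at room temperature.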
TCR act: T cell receptor activation; primary human leukocytes, anti-CD3, IL-2 HTRF, 48 h; Potency, µM (top dose mostly 9.22 µM), for the others: top-dose activation of IL-2 secretion, usual class: activators; 330,000 tested, under 10 active; AID 504894; also: % of control where 0% means no effect
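Readout: HTRF IL-2, Eu-cryptate/d2 antibody pair, 320nm excitation, 665nm emission. Stimulus: a-CD3 beads, no co-stimulation. Cells: primary human leukocytes. Exposure: 48 hr with compound.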
A-T KAP1 phos: potential ataxia-telangiectasia treatments restoring KAP-1 phosphorylation; 320,000 compounds, 0.19% hits; Potency, µM (highest dose often 57.5 µM), inactives show top-dose activation, actives largely listed as activators; […] A-T fibroblasts, KAP-1 phosphorylation AlphaLISA; neocarzinostatin DNA damage 30 min before lysis; also: potency is read from the fitted curve at half-maximal effect; % of control where 0% means no effect; nearly all actives have a fitted effect of over 45% in size
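ATM-like activity read as KAP-1 phosphorylation via AlphaLISA donor/acceptor antibody pairs after lysis and 6 hr at 25C. Cells were ATM-null patient fibroblasts ([…], hTERT), dosed 60 min, then exposed to the DSB inducer NCS for 30 min.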
Numbers without * were called inactive; ? = inconclusive; nt = no result given; & = joins results of further samples; [ ] = another dose, or the depositor's remark. Unless noted, calls follow the shape of the dose curve; as a rule, active = well fitted curve in the direction sought with a large enough effect; inconclusive = small, poorly fitted or top-dose-only effect, or another doubt; inactive = no such curve, though single readings can be large; an effect the other way counts as inactive or inconclusive.

Each structure is followed by: TSHR antag	Coupling enz	MLL CXXC-DNA inh	GALK inh	hERG WT inh	Tb PFK block	Chronic BCR inh	Giardia kill	TCR act	A-T KAP1 phos
CN(C)C(=O)Oc1cccc([N+](C)(C)C)c1
    -11&2&26	1&1&5&3	3%&3%&-18%&0%	6%&7%	-6&5	0%&-6%	2%&10%	1&0	8%&5%	-9%&-13%
CCN(C(=O)c1cc(Cl)ccc1OC)c1ccccc1C
    19	-6	4%	0%	5	-2%	1%	22	-2%[46.1 µM]	nt
COc1ccccc1NC(=O)CCN1CCN(c2ccc(Cl)cc2)CC1
    0	2	4%	2%	0	-2%	-1%	-4	-3%	10%
O=C(NNc1c(F)c(F)cc(F)c1F)c1ccco1
    1	nt	nt	nt	-3	0%	1%	-15	-2%	6%
NC(=O)c1c(/N=C/c2cccs2)sc2c1CCCC2
    -4	0	-8%	2%	2	-1%	-1%	-18	-6%	0%
CN1C2CCC1CC(NC(=O)c1ccc(Cl)cc1)C2 (stereo not drawn)
    -3	-1	0%	7%	6	-4%	0%	-6	-2%	-3%
CCn1c(SCC(=O)NC(C)(C)C)nc(O)cc1=O
    -5	2	-3%	1%	-2	1%	6%	-4	2%	10%
Cn1c(=O)c(C(=O)NCc2ccc(F)cc2)c(O)c2ccccc21
    -7	1	-26%	-4%	7	-1%	4%	12	3%	-8%
COc1ccc(S(=O)(=O)N2CC(O)CC2C(=O)OCc2nc3sc(C)c(C)c3c(=O)[nH]2)cc1 (stereo not drawn)
    15	1	3%	0%	16	2%	0%	9	5%[46.1 µM]	2%
CN(CC(=O)Nc1ccc(Cl)cc1)C(=O)c1ccc(-n2cncn2)c([N+](=O)[O-])c1
    2	nt	nt	nt	4	-6%	3%	14	0%	-6%
CSCCC(NC(=O)C1CCC(C)CC1)C(=O)NCc1ccco1 (stereo not drawn)
    -8	0	-7%	-1%	-3	2%	1%	-1	7%	-5%
Cc1ccc(NC(=O)CSc2nnc(Cn3cnc4ccccc43)o2)c(C)c1
    24	5	-5%	4%	-4	2%	?	-14	-22%	10%
COc1ccc(OC)c(S(=O)(=O)NCc2ccc(N3CCN(C)CC3)cc2)c1
    -7	nt	-8%	0%	-11	0%	-1%	-12	-3%	1%
CCN(CC(=O)Nc1c(F)cccc1F)C(=O)c1nc2nccc(C)n2n1
    8	nt	nt	nt	-4	5%	0%	-28	4%	-4%
CC(C)Oc1cc(S(=O)(=O)N2CCCCC2)ccc1N
    3	3	-3%	7%	2	-4%	-1%	26	-5%	0%
COc1cccc(CC(NC(C)=O)C(=O)NC2CCN(c3c4c(nc5ncnn35)CCC4)CC2)c1OC (stereo not drawn)
    2	0	41%[activator]	2%	nt	6%	1%	nt	nt	2%
C=C(C)Cn1c(SCC(=O)N/N=C/c2ccccc2)nc2ccccc2c1=O
    -7	4	3%	0%	-5	0%	11%	2	-14%[46.1 µM]	-3%
CCS(=O)(=O)N1CCC(C(=O)Oc2ccccc2Cl)CC1
    0	2	-5%	-3%	3	1%	?	-20	-3%	1%
CN(C)c1ccc(/C=C2\C(=N)N3N=C(CC(=O)N4CCCCC4)SC3=NC2=O)cc1
    -11	nt	?	-2%	5	11%	-3%	-3	-1%	2%
COc1cccc(NC(=O)CCCn2c(=S)[nH]c3ccccc3c2=O)c1
    7	-1	0%	2%	-2	-2%	?	-1	-4%	5%
COc1cc(/C=C/C(=O)c2ccc([N+](=O)[O-])o2)ccc1O
    ?	nt	nt	nt	-12	-9%	?	-12	-4%	-15%
COC(=O)c1ccc(Cn2nnc3c(=O)[nH]c(C4CCCN(S(=O)(=O)c5cccc(Cl)c5)C4)nc32)cc1 (stereo not drawn)
    24	-3	17%	0%	-2	2%	1%	-5	2%	7%
C/C(=N\N=C(N)N)c1ccc(Cl)cc1Cl
    -10	-1	15%	-3%	14	?	?	-17	2%	1%
CC(NC(=O)c1cccc(N2CCCC2=O)c1)c1ccc2c(c1)OCCO2 (stereo not drawn)
    4	-4	1%	-2%	-6	-4%	-19%	-10	-1%[46.1 µM]	-3%
Cc1cc(C(=O)NNC(=O)Nc2ccc(Cl)cc2)no1
    -8	1	-3%	1%	-10	2%	2%	6	-2%	4%
CCCn1nnc(NC(=O)c2cccc(OCC)c2)n1
    0	6	1%	0%	0	-1%	?	-18	5%	-8%
C=CCC[C@H](Cc1ccc(F)cc1)C(=O)OC[C@H](C)NC(=O)[C@@H](CC=C)CC(=O)N[C@H](CO)Cc1ccccc1
    -20	nt	nt	nt	7	2%	0%	3	0%	5%
Cc1sc2c(c1C)c(=O)n(-c1ccccc1)c(=O)n2CC(=O)NCC1CCCO1 (stereo not drawn)
    0	-3	-2%	0%	-2	1%	0%	22	0%	5%
CCCNC(=O)c1c(NC(=O)C2COc3ccccc3O2)sc2c1CCCC2 (stereo not drawn)
    6	4	-18%	-2%	4	1%	-19%	16	-4%[46.1 µM]	0%
CCOc1ccccc1N(CC(=O)O)S(=O)(=O)c1ccc(C)cc1
    11	11	-3%	0%	3	-6%	-2%	8	6%	-4%
Cc1ccc2nc(C)c3c(c2c1)SCC3
    10	4	-12%	1%	-2	0%	?	-8	-1%	19%
COC(=O)CCCC(=O)N1CCC(CCC(=O)NC2CC2)CC1
    5	2	7%	5%	1	1%	0%	20	10%	-2%
COc1ccccc1NC(=S)N(Cc1ccccc1)Cc1cccnc1
    3	6	12%	0%	2	-1%	3%	-6	1%	8%
O=C(OCC(=O)N(CCc1ccccc1)Cc1ccccc1)c1cc(S(=O)(=O)N2CCOCC2)ccc1F
    -7	nt	nt	nt	33	6%	1%	-24	0%	-5%
CCOC(=O)N1CCN(C(=O)c2ccc(NS(=O)(=O)c3ccc(C)cc3)cc2)CC1
    ?	4	5%	-7%	11	3%	-1%	-15	7%	3%
COc1ccc(Nc2nc(C)c(-c3ccccc3)s2)cc1
    1	-9	6%	0%	-5	-4%	?	-6	3%[46.1 µM]	5%
COc1ccc(CN=C(N)N=C(N)N)cc1Cl
    5	0	0%	0%	1	-5%	2%	-14	-8%	0%
N#CCCN(Cc1cccnc1)S(=O)(=O)c1ccc2ccccc2c1
    8	nt	nt	nt	-1	-2%	-4%	-8	-2%	-2%
Cc1noc(C)c1C(=O)OCC(=O)N(C)C1CCS(=O)(=O)C1 (stereo not drawn)
    -1	0	9%	5%	-12	0%	?	-11	2%	1%
CCCCCN(C(=O)CCC(=O)OCc1ccccc1F)c1c(N)n(CCCC)c(=O)[nH]c1=O
    -5	nt	nt	nt	2	-5%	7%	0	2%	3%
O=C(CCCN1C(=O)/C(=C/c2ccccc2)SC1=S)Nc1ccc(C(=O)O)c(O)c1
    -2	nt	4%	-13%	5	1%	?	-4	1%	4%
CCCCC(=O)Nc1ccc(NC(=S)NC(=O)CC)cc1OC
    19	0	-1%	3%	1	1%	-1%	22	1%[46.1 µM]	3%
CC(C)(C)n1ncc2c(=O)n(CC(=O)N3CCCc4ccccc43)cnc21
    8	-4	1%	-1%	0	2%	?	6	2%	-2%
Cc1cc(C(=O)NC2CCCc3c2cnn3-c2ccc(C(C)(C)C)cc2)nn1C (stereo not drawn)
    -48	nt	-4%	-6%	1	2%	?	-3	0%	20%
Cc1onc(-c2ccccc2Cl)c1C(=O)OCC(=O)c1c(N)n(C)c(=O)n(C)c1=O
    1	4	3%	-6%	0	0%	2%	5	-36%	-3%
O=C(CCc1ccccc1Cl)Nc1ccc(S(=O)(=O)N2CCOCC2)cc1
    nt	nt	nt	nt	-2	-11%	1%	17	13%	-3%
Cc1ccc(-n2c(C)csc2=N)cc1
    8	-1	23%	1%	-7	-1%	?	1	4%	-2%
O=C(C1=C(O)C(=O)N(CCCn2ccnc2)C1c1ccccc1)c1ccco1 (stereo not drawn)
    13	0	-5%	4%	-3	-2%	-2%	?	-5%	2%
Cc1sc2nc(CN3CCOCC3)[nH]c(=S)c2c1C
    -7	-17	-9%	-3%	-15	3%	?	-9	-1%	7%
Cc1nn2c(COc3ccc(NC(=O)c4ccccc4Cl)cc3)nnc2c2ccccc12
    -19	1	5%	-2%	23	15%	?	0	7%[46.1 µM]	4%
Cc1ccc2c(c1)N(C)/C(=C/c1cccc[n+]1C)S2
    -17	9	-3%	3%	7	-1%	3%	15	5%	0%
C=CCOC(=O)C1=C(C)NC(=O)NC1c1ccc(OCC)cc1 (stereo not drawn)
    3	1	-4%	nt	3	2%	11%	24	-4%	2%
